HIV RNase H inh = HIV-1 RT RNase H inhibitors, primary screen, biochemical, fluorescence; RT-RNase H RNA/DNA duplex cleavage; inhibition, % at 10 µM; 65,000 tested, 1.9% active; AID 565, 2006; in the data active = inhibition above about 50%
RmlCD inh mix = RmlC and RmlD coupled enzyme inhibitors, primary screen, biochemical, 384-well, compound mixtures, retest | 110,000 tested, 0.39% active | inhibition, % at 5.5 µM | RmlC/RmlD coupled enzyme inhibition, 384-well mixture HTS | AID 1532, 2009; in the data active = inhibition above about 30%, passing the limit was not always enough; inconclusive = no clear call, values can overlap the other calls; note: strong numbers were not always called active
* = called active by the depositor; i = inactive; ? = inconclusive; nt = not tested or not shown. These rows are one share of the data; the hit share may differ from the screen's.

Each structure is followed by: HIV RNase H inh | RmlCD inh mix
> O=C(CS(=O)(=O)c1c[nH]c2ccccc12)N1CCCCC1
    -4.1 | ?
> Cc1ccc(-n2c(C)cc(C)c(C#N)c2=O)cc1
    -6.7 | 1.6
> O=C(C1=C[C@@H](C2CCCCC2)C[C@@H](OCCCCO)O1)N1CCN(Cc2ccc3c(c2)OCO3)CC1
    nt | 6.0
> COc1ccc(-c2ccc(Nc3ccc(C(=O)N4CCOCC4)cc3)nn2)cc1OC
    nt | -9.8
> Cc1ccc2nsnc2c1S(=O)(=O)N1CCOCC1
    nt | 9.9
> COc1ccc(C2CC(=O)CC(=O)C2n2cncn2)cc1 (centres undefined)
    nt | 4.9
> CCCOc1ccc(/C(O)=C2/C(=O)C(=O)N(CCN(C)C)C2c2ccco2)cc1 (centres undefined)
    -4.4 | -0.8
> COc1ccc(OC)c(S(=O)(=O)N2c3ccccc3CC2C)c1 (centres undefined)
    -75.9 | -16.2
> O=S(=O)(c1cccc2nsnc12)N1CCOCC1
    -19.7 | 5.8
> CCc1nc2oc3cc(OC)ccc3c(=O)c2c(=O)n1Cc1ccco1
    1.4 | 8.2
> Cc1ccccc1C(=O)N/N=C/c1ccc([N+](=O)[O-])s1
    nt | 2.9
> COCC(C)NC(=O)NC1(C(F)(F)F)Oc2ccc(Cl)cc2O1 (centres undefined)
    1.6 | -4.3
> O=c1cc(CO)oc(C(Nc2ccccn2)c2cccc(F)c2)c1O (centres undefined)
    nt | -12.0
> O=c1c2c3c(sc2n2cnnc2n1CCc1ccccc1)CCCC3
    -9.5 | 1.2
> CSc1ccccc1NC(=O)c1ccc(Br)o1
    nt | 4.5
> CCN(Cc1ccccc1)Cc1c(F)cccc1F
    -9.7 | 0.8
> COc1cccc(NC(=O)c2oc3ccccc3c2NC(=O)C2CC2)c1
    -17.6 | -9.7
> COC(=O)c1ccc(NC(=O)CSc2nnc(COc3ccccc3)n2C)cc1
    -7.7 | 6.1
> CCC(=O)Nc1c2c(nn1-c1ccc(C)cc1C)CSC2
    -8.7 | -8.4
> COc1ccccc1Oc1coc2cc(O)ccc2c1=O
    -9.8 | 11.0
> CC1(C)CC(NC(=O)c2ccc3c(c2)OCO3)CC(C)(C)N1
    nt | -10.5
> COC(=O)c1cn(-c2ccccc2)nc1-c1ccccc1
    nt | -2.5
> COc1ccc(C/C(N)=N/n2cnnc2)cc1
    -4.8 | -9.1
> Cc1ccccc1C(=O)NC1CCN(Cc2nnnn2CCc2ccccc2)CC1
    -8.5 | -1.6
> CCOc1ccc(-c2[nH]nc3c2C(c2ccc(O)cc2)C(C#N)=C(N)O3)cc1 (centres undefined)
    -8.6 | 6.0
> CCOc1cccc2cc(C(=O)N3CCc4ccccc4C3)c(=O)oc12
    9.1 | 1.7
> COCCn1c(SCC(=O)N2CCCc3ccccc32)nnc1-c1ccoc1C
    nt | -4.5
> CN(CC(=O)Nc1ccncc1)S(=O)(=O)c1ccccc1
    0.3 | 1.7
> CCn1c(COc2cccc3ccccc23)nnc1SCC(=O)OC1CCCCC1
    nt | 1.6
> COc1ccc(C2=NN(C(C#N)c3ccc(OC)c(OC)c3)C(c3ccccc3)C2)cc1 (centres undefined)
    nt | -2.9
> O=C1Nc2ccccc2N=C(c2ccccc2)C1N1CCOCC1 (centres undefined)
    3.6 | 1.3
> O=C(Nc1ccc2c(c1)OCO2)C(c1ccccc1)N1CCCCC1 (centres undefined)
    -16.9 | 5.2
> Cc1cccc(C)c1NC(=O)C(c1ccccc1)N1CCOCC1 (centres undefined)
    nt | -3.0
> CCc1ccc2[nH]c(=O)c(CN(CCN(CC)CC)C(=O)NC3CCCCC3)cc2c1
    -1.8 | -8.1
> Nc1ccc(Sc2cc(Cl)nc(N)n2)cc1
    nt | 27.5
> COc1ccc(OC)c(C2=NOC(C(=O)Nc3cc(C)nn3-c3ccccc3)C2)c1 (centres undefined)
    -4.9 | 8.5
> CCOC(=O)/C(C(N)=NC)=C(\O)c1ccccc1
    -29.0 | -24.0
> COc1ccc(OC)c(-c2cc(C(=O)Nc3c(C)nn(Cc4ccccc4)c3C)no2)c1
    -1.6 | -0.3
> CCCn1nc(-c2ccccc2)c2nc3ccccc3nc21
    -11.0 | -29.8
> Cc1nnc2ccc(N3CCCC3)nn12
    -6.3 | -9.4
> CCOc1cccc(C(=O)Nc2nccs2)c1
    nt | -12.4
> CCCOc1ccc(C2c3c(oc4ccccc4c3=O)C(=O)N2CCCN2CCOCC2)cc1 (centres undefined)
    -0.2 | -9.5
> CC(=O)N1CCc2cc(S(=O)(=O)NCCC(=O)N3CCc4ccccc4C3)ccc21
    -20.3 | -14.9
> O=C(Nc1ccc2c(c1)OCO2)C1CCN(C(=O)c2cccs2)CC1
    -8.4 | 6.8
> CCC(=Nc1ccc(Cc2ccncc2)cc1)c1c(O)n(C)c(=O)n(C)c1=O
    -18.9 | 0.9
> COc1ccc(C(=O)Nc2ccc3c(c2)nc2n3CCSC2)cc1
    3.8 | 7.3
> COc1ccccc1OCc1ccc(C(=O)n2nc(C)c(Cl)c2C)o1
    -6.6 | -4.5
> CC(=O)Nc1nonc1-c1ccccc1
    -0.8 | 7.8
> CN(CC(=O)NC(=O)NCc1ccco1)Cc1nc2ccccc2c(=O)[nH]1
    12.7 | 8.4
> CCCCC(NS(=O)(=O)c1ccc(OC)cc1)C(=O)O (centres undefined)
    -4.7 | -9.1
> C=CCn1c(-c2cc(Cl)ccc2OC)n[nH]c1=S
    nt | -1.5
> CCCCCCNC(=O)CC(NS(=O)(=O)c1ccc(NC(C)=O)cc1)C(C)C (centres undefined)
    4.1 | -9.3
> CCN(CC)S(=O)(=O)c1ccc(NC(=O)c2ccc(N(C)S(C)(=O)=O)cc2)cc1
    nt | 4.5
> CCOc1ccc(-c2nnn(CC(=O)NCc3cccs3)n2)cc1
    14.7 | -14.7
> COc1ccc(N/N=C(/N=Nc2nc(C)cc(=O)[nH]2)c2ccccc2)cc1
    nt | 5.9
> CCOC(=O)CSC1=C(C#N)C(c2ccco2)C(C(=O)OCc2ccccc2)=C(C)N1 (centres undefined)
    -11.6 | 6.7
> CCCCN(CCCC)CC1OCc2ccccc2CO1
    nt | 8.8
> Cc1ccc(Cn2nnnc2CN2CCC(n3nnc4ccccc43)CC2)cc1
    68.7* | 1.8
> O=c1c2ccccc2nc(SCc2cc(F)ccc2F)n1C1CCCC1
    nt | 10.0
> COc1ccc(Nc2nc(-c3cccs3)cs2)c(OC)c1
    nt | 9.4

The list goes on.
Each structure is followed by: HIV RNase H inh | RmlCD inh mix
> CCn1ncc(C2=NOC(C(=O)Nc3ccccc3C(=O)OC)C2)c1C (centres undefined)
    -12.1 | 3.7
> COc1ccc2c(c1)CC1(CN2C)C(=O)NC(=O)N(c2ccc(F)cc2)C1=O (centres undefined)
    -7.3 | -12.8
> COCCCNC(=O)CCCOc1ccccc1
    4.9 | -17.0
> CCOC(=O)C[C@H]1c2ccccc2S(=O)(=O)N1Cc1ccc(Cl)cc1
    nt | -13.0
> COc1ncnc2c1N=C1CC(C)(C)CC(N)=C1S2
    2.9 | nt
> O=C(/C=C/c1ccccc1)NNC(=O)c1cccnc1
    nt | -6.5
> COc1ccc(C(=O)NCc2cccnc2)cc1
    nt | 3.8
> O=S(=O)(N/N=C\c1cccn1-c1ccccc1)c1ccc2ccccc2c1
    nt | -5.2
> COc1ccc(C(=O)Nc2ccc(Cl)cc2C(=O)NCc2ccco2)cc1OC
    -4.9 | -14.3
> Cn1c(Nn2cnnc2)nc2ccccc21
    -2.2 | -5.9
> O=S(=O)(c1ccc(OCc2nc3ccccc3s2)c(Cl)c1)N1CCOCC1
    -24.4 | 5.0
> COc1cc(C(=O)OC(C)C(=O)NCC2CCCCC2)cc(NC(=O)c2ccco2)c1OC (centres undefined)
    nt | -12.2
> N/C(CCN1CCCCC1)=N/O
    -0.6 | -13.6
> CCC(=O)Nc1ccc(C(=O)n2nc(C)cc2C)cc1
    -0.8 | 6.4
> COc1cccc(/C=N/NC(=O)C(=O)N2CCCC2)c1
    nt | -10.5
> Cc1ccc(C(=O)CC2(O)C(=O)N(Cc3ccccc3)c3ccccc32)o1 (centres undefined)
    -9.2 | -1.2
> CC(C)OC(=O)CSc1nc2c(c(C3CC=CCC3)c1C#N)CCC2 (centres undefined)
    nt | -3.9
> CCOC(=O)N1CCN(c2cc3nccnc3cc2F)CC1
    -5.7 | -2.6
> COc1ccc(-n2c(N)c(Br)c(=O)[nH]c2=O)cc1
    -3.4 | 8.0
> Cc1ccc(-c2csc(NC(=O)CSc3nc(C)cc(=O)[nH]3)n2)cc1
    nt | -25.2
> COc1ccc(C2C(=O)N(C3CCCCC3)CC(=O)N2Cc2ccc3c(c2)OCO3)cc1 (centres undefined)
    -3.0 | nt
> CC(C)CCn1cnc2c(cnn2-c2ccc(Cl)cc2)c1=O
    -2.2 | 5.6
> Cc1ccc(S(=O)(=O)NCC(=O)N(CC(=O)NCc2ccco2)Cc2ccc3c(c2)OCO3)cc1
    -6.0 | 3.1
> CCOC(=O)c1c(NC(=O)C(F)(OC)C(F)(F)F)sc(C(=O)N2CCCCC2)c1C (centres undefined)
    -1.1 | nt
> Cc1cnc(NC(=O)CSc2nnc(-c3ccncc3)n2C2CCCCC2)s1
    0.7 | -2.8
> CCOC(=O)c1c2n(c3ccc(O)cc13)CCCCC2
    -59.8 | -15.2
> COc1ccc(CNc2nc(SC)n[nH]2)cc1OC
    -10.4 | 7.2
> COc1ccccc1C1CN(c2ccccc2)N=C1c1cccs1 (centres undefined)
    nt | -209.8
> Cc1cc(N2CCN(S(=O)(=O)c3ccc4c(c3)OCCO4)CC2)n2ncnc2n1
    -11.6 | 0.9
> Cc1cccc(-n2c(SCC(N)=O)nnc2-c2ccccn2)c1C
    -4.6 | 8.1

Given as labelled records: part of the list above.
O=S(=O)(c1ccc(OCc2nc3ccccc3s2)c(Cl)c1)N1CCOCC1
  HIV RNase H inh: -24.4
  RmlCD inh mix: 5.0
COc1cc(C(=O)OC(C)C(=O)NCC2CCCCC2)cc(NC(=O)c2ccco2)c1OC (centres undefined)
  HIV RNase H inh: nt
  RmlCD inh mix: -12.2
N/C(CCN1CCCCC1)=N/O
  HIV RNase H inh: -0.6
  RmlCD inh mix: -13.6

(list continues)
Each structure is followed by: HIV RNase H inh | RmlCD inh mix
> CC(=O)n1cc([C@H]2C=C(C(=O)N3CCN(Cc4ccc5c(c4)OCO5)CC3)O[C@@H](OCc3ccc(CO)cc3)C2)c2ccccc21
    nt | -2.7
> COc1ccc(OC)c(S(=O)(=O)N2CCC(C(=O)N3CCN(Cc4ccccc4)CC3)CC2)c1
    -2.6 | -3.2
> COc1ccc(S(=O)(=O)CCC(=O)N2c3ccccc3CC2C)cc1 (centres undefined)
    -8.8 | -7.3
> COC(=O)c1ccc(S(=O)(=O)c2ccccc2)c(N)c1
    nt | -4.4
> O=C(CCC1N=C2c3ccccc3N=C(SCc3ccc(F)cc3)N2C1=O)NCc1ccco1 (centres undefined)
    1.1 | 39.9
> COc1ccc2c(c1)C1CC(C)(NC(=O)C1C(=O)c1ccccc1)O2 (centres undefined)
    -10.0 | 7.4
> Cc1ccc2nc(NC3=NCN(Cc4ccccc4)CN3)nc(C)c2c1
    2.1 | nt
> CCCCc1ccc(NC(=O)CC(C)=O)cc1
    -2.5 | 2.3
> CC(C)(C)Nc1nc(NN)nc(NC(C)(C)C)n1
    nt | 45.6
> Cc1ccc(-c2cn(S(=O)(=O)c3ccc(C)cc3)nc2N)cc1
    nt | -9.3
> O=C(CSCC(=O)Nc1nc(-c2ccc3c(c2)OCO3)cs1)Nc1nccs1
    nt | 6.3
> CCc1nnc(NC(=O)c2cccc(S(=O)(=O)N3CCN(c4ccccc4)CC3)c2)s1
    3.3 | -3.6
> CC(C)C1CCC(C(=O)N[C@H](Cc2ccccc2)C(=O)O)CC1 (some centres undefined)
    nt | -11.8
> O=C(Nc1ccccc1N1CCCC1)c1ccco1
    -10.4 | -99.9
> O=C(Nc1nccs1)c1ccc(S(=O)(=O)NCC2CCCCC2)cc1
    4.2 | 4.0
> COc1ccccc1-c1c(C)nn2c(C)c(C(C)=O)cnc12
    -12.7 | -11.7
> CC(=O)N1C(=O)C2(C(C#N)=C(N)Oc3c2c(C)nn3-c2ccccc2)c2ccccc21 (centres undefined)
    -26.6 | -30.7
> CCOC(=O)C1C(=O)NC(N2CCN(CC)CC2)=NC1c1ccccc1 (centres undefined)
    -7.8 | -12.7
> O=C(CCCC(=O)OCC(=O)c1ccc(Cl)cc1Cl)Nc1cc(C(F)(F)F)ccc1Cl
    nt | 16.3
> CCOc1cc(C(=O)Nc2ccc3c(c2)OCO3)ccc1OC(F)F
    -9.9 | -4.4
> O=C(COC(=O)C(O)c1ccccc1)c1ccc2c(c1)OCCO2 (centres undefined)
    -3.5 | 8.9
> COc1cccc(C(=O)N2CCCc3ccccc32)c1
    -2.1 | -0.6
> COCCn1c(=S)[nH]c2cc(C(=O)N3CCC(C(N)=O)(N4CCCCC4)CC3)ccc2c1=O
    -8.7 | 7.4
> Cc1cc(-n2nc(C)cc2C)nc(NS(=O)(=O)c2ccccc2Cl)n1
    nt | 6.4
> CCOC(=O)C1CCCN(C(=O)N2CCOCC2)C1 (centres undefined)
    1.6 | i
> N=C1C(c2ccccc2)=C(O)C2CCc3ccccc3N12 (centres undefined)
    6.7 | -4.9
> O=C(CN1CCN(c2ncccn2)CC1)N(Cc1ccccc1)c1ccc(F)cc1
    -11.2 | -14.6
> CCOc1ccc(-n2c(=S)sc3c(=O)[nH]c(SCC(=O)N4CCC(C)CC4)nc32)cc1
    nt | -0.3
> CCOc1cc(S(=O)(=O)Nc2ccc(Cl)cn2)ccc1Cl
    nt | -2.6
> N#Cc1c(-c2ccccc2)ccnc1Oc1ccccc1
    nt | 5.8
> CC(=O)Nc1ccc(OC(F)(F)C(F)C(F)(F)F)c(NC(C)=O)c1 (centres undefined)
    -6.8 | 6.2
> Cc1cccc(NC(=S)NNC(=O)c2sccc2C)c1
    nt | 11.5
> CN(C)CCN1C(=O)C(=O)/C(=C(/O)c2ccc(S(=O)(=O)N3CCOCC3)cc2)C1c1ccccc1 (centres undefined)
    -3.5 | -6.8
> O=C(N1CCOCC1)N1CCN(CC(O)COc2ccc3ccccc3c2)CC1 (centres undefined)
    -3.9 | -3.9

Screens from PubChem.
